Assay outcomes: PubChem BioAssay, several laboratories
Redox H2O2 prof – compounds producing H2O2 with reducing agent – biochemical, NIH compound library profiling, artefact control for MLSCN library redox annotation, primary screen | activation, % at 10 µM | 200,000 tested, 0.03% active | DTT-dependent redox cycling H2O2, phenol red/HRP absorbance; 100% = 100 µM peroxide control, 0% = buffer | AID 878, 2007;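 active = activation of at least 50% relative to the plate's high and low controls in the primary single-dose screen; inactive = activation below 50%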;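 note: compound incubated with DTT at 0.8 mM final as the reducing agent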
Diaphorase act – compounds boosting diaphorase resazurin reduction – biochemical, uHTS, resorufin fluorescence, counter-screen for diaphorase-coupled primary assays, primary screen | Diaphorase/resazurin coupled assay, 16 min; stronger effect = higher value; 1 = vehicle wells, 0 = NADH-free wells | 190,000 tested, 0.005% active | AID 1229, 2008 | activation factor at 20 µM;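 active = diaphorase activity raised at least twofold by the compound at 20 µM; inactive = activation factor below 2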
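Assay system: Purified diaphorase enzyme from Clostridium kluyveri | Amount: Enzyme 0.07 U/mL final | Dosing: Compound 20 µM once, DMSO 1% | Timing: 16 min reaction at room temperature | Detection: Fluorescence, excitation 544 nm and emission 590 nm | Evaluation: Higher resorufin formation from activation or reduction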
RAM network inh – inhibitors of the yeast RAM network, primary screen, dse1pr::URA3 reporter, 5-FOA selection. inhibition, % at 50 µM. AID 868, 2007. 190,000 tested, 1.8% active. S. cerevisiae dse1pr::URA3 reporter, 5-FOA growth OD615, 2 d; analog-sensitive cbk1-as2 kinase mutant strain;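 active = inhibition above a set limit, 3 SD over mean compound inhibition, cut at about 8.4% in these data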;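 note: 0% = DMSO-only wells with no growth and 100% = 10 µM 1-NA-PP1 full growth; inhibition rescues growth on 5-FOA so higher OD means more RAM inhibition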
Hsp70 act – Hsp70 transcriptional activators, primary screen, cell-based, HeLa, Hsp70 promoter luciferase, luminescence, 10 µM | HeLa Hsp70 promoter luciferase reporter; scaled: vehicle 0, proteasome-inhibitor control 100% | activation, % at 10 µM | 200,000 tested, 0.04% active | AID 1203, 2008;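 active = activation above the mean across all tested compounds plus 3 SD, cutoff set per campaign, cut at about 5.5% in these data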;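 note: 100% = MG132 at 30 µM as the positive control and 0% = DMSO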
G6PDH CS – L. mesenteroides G6PDH inhibitors, counter-screen for G6PDH-coupled screening assays, biochemical, Leuconostoc mesenteroides enzyme; glucose-6-phosphate dehydrogenase [Leuconostoc mesenteroides]; Purified L. mesenteroides G6PDH, diaphorase/resazurin coupled fluorescence, 45 min; inhibition, % at 5 µM; 200,000 tested, 0.12% active; AID 1020, 2008
L major viab – Leishmania major promastigote growth inhibition, primary screen; Leishmania major promastigotes, resazurin fluorescence viability; inhibition, % at 10 µM; 200,000 tested, 9% active; AID 1063, 2008;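 note: promastigotes grown with compound for 44 hours at 28 °C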
PMI activator – activators of human PMI, primary screen, biochemical, fluorescence intensity, near-Km mannose 6-phosphate; AID 1214, 2008; purified human PMI, coupled resazurin fluorescence, 20 min; stronger effect = higher value; 1 = vehicle control, 0 substrate-free wells; activation factor at 20 µM; 190,000 tested, 0.005% active;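 active = activation factor of 2 or more at 20 µM, relative to plate controls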
Target sequence (P34949 whole entry, looked up): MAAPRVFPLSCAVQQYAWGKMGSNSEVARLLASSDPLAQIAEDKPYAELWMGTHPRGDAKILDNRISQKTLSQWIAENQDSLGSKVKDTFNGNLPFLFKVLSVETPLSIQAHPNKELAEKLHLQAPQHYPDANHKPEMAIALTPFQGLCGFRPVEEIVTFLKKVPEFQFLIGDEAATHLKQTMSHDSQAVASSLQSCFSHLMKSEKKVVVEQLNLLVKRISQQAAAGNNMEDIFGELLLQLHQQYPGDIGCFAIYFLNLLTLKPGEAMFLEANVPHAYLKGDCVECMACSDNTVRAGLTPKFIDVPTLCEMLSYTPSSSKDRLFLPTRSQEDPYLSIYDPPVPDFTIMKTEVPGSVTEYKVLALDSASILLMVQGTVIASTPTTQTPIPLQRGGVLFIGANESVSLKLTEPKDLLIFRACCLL
TLR4-MyD88 BLA – inhibitors of TLR4-MyD88 association in cells, primary screen, cell-based, HeLa CL3-4, BLA complementation, FRET ratio. Toll-like receptor 4 (Homo sapiens) + Myeloid differentiation primary response protein …. HeLa CL3-4 TLR4/MyD88 BLA complementation. inhibition, % at 8.4 µM. 200,000 tested, 0.18% active; in the data active = inhibition above about 25%;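 note: 0% = vehicle and 100% = reference inhibitor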
S1P3 antag – S1P3 receptor antagonists, primary screen, cell-based. Sphingosine 1-phosphate receptor 3 (Homo sapiens), Q99500. CHO S1P3 NFAT-BLA reporter, FRET fluorescence, antagonist mode. inhibition, % at 4.98 µM. 170,000 tested, 0.27% active;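 active = inhibition above the plate cutoff, the mean inhibition of test wells on that plate plus 3 SD, cut at about 28% in these data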;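 note: cells challenged with S1P at its EC80 of 0.8 µM; blue over green emission ratio from cleaved BLA substrate after 4 h stimulation; 0% = S1P-stimulated wells and 100% = unstimulated DMSO-only wells; some compounds past the cut are filed as inactive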
Target sequence (Q99500 whole entry, looked up): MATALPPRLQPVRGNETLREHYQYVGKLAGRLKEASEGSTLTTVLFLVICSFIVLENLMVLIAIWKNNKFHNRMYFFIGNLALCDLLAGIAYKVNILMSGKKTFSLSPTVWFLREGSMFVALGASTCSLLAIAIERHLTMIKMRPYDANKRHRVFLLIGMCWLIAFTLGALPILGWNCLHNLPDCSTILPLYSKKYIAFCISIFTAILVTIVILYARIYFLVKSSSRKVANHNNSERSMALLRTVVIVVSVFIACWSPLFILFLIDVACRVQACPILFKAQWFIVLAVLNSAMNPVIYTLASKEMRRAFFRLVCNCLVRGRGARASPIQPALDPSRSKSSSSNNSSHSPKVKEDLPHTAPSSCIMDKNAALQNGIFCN
Diaphorase inh – diaphorase inhibitors and chemical oxidizers, primary screen, counter-screen for diaphorase-coupled primary assays, biochemical, uHTS, resorufin fluorescence. AID 1217, 2008. diaphorase resazurin-to-resorufin fluorescence, NADH, 16 min; bacterial (C. kluyveri) enzyme, not human. 190,000 tested, 0.69% active. inhibition, % at 20 µM;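 active = primary screen inhibition at 20 µM above a set limit, cut at about 50% in these data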;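 note: plate controls were DMSO with full reaction for no effect and wells lacking NADH for full effect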
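Detection: fluorescence of resorufin formed from resazurin, Ex 544/Em 590 nm; test system: Clostridium kluyveri diaphorase enzyme; amount: 0.14 U/mL diaphorase, enzyme working solution; times: 16-min room-temperature incubation before reading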
PMI act hi M6P – human PMI activators, high substrate, primary screen, biochemical, fluorescence intensity, near-saturating mannose 6-phosphate. Mannose-6-phosphate isomerase (Homo sapiens), P34949. coupled PMI enzyme assay, resazurin fluorescence, 20 min; stronger effect = higher value; 1 = untreated enzyme, 0 = substrate-free blank. activation factor at 20 µM. 190,000 tested, 0.34% active. AID 1216, 2008;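 active = activation factor of 2 or more at 20 µM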
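Test system: human PMI in coupled enzyme assay; Input: PMI at 15 ng/mL final; Medium: HEPES buffer, pH 7.4; Schedule: 20 min incubation at room temperature; Technique: resorufin fluorescence at Ex 544/Em 590 nm; Compound: 20 µM single dose; Probe or stimulus: Near-saturating mannose-6-phosphate, 1.0 mM.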
* marks the source's active call; other numbers are inactive results. Cut-off read from the data, not from the text of the source, unless noted: active = inhibition above about 50%; inactive = the rest.

For CCOC(=O)c1c(C)[nH]c(C(=O)COC(=O)COc2ccccc2C=O)c1C the results were Redox H2O2 prof -0.1, Diaphorase act 0.8, RAM network inh 0.8, Hsp70 act -0.5, G6PDH CS 12.1, L major viab -1.7, PMI activator 0.8, TLR4-MyD88 BLA 1.5, S1P3 antag 2.6, Diaphorase inh 18.4 and PMI act hi M6P 0.8.
COc1cccc(NC(=O)Cn2cnc3sc(C)c(S(=O)(=O)N4CCCCC4)c3c2=O)c1 was read as Redox H2O2 prof -4.2, Diaphorase act 0.9, RAM network inh 3.7, Hsp70 act -0.3, G6PDH CS 6.9, L major viab 10.1, PMI activator 1.1, TLR4-MyD88 BLA 0.5, Diaphorase inh 5.3 and PMI act hi M6P 1.
`COC(=O)C1=C(N)Oc2cc(C)n(CC3CCCO3)c(=O)c2C1c1ccc(Cl)cc1` (stereo not drawn) gave Redox H2O2 prof 0.8, Diaphorase act 0.8, RAM network inh -0.9, Hsp70 act 0.1, G6PDH CS 12.4, L major viab 0.0, PMI activator 0.9, TLR4-MyD88 BLA 1.8, S1P3 antag 1.1, Diaphorase inh 15.7 and PMI act hi M6P 0.9.
`CS(=O)(=O)c1ccc2nc(NC(=O)Nc3ccc(Cl)cc3)sc2c1` gave Redox H2O2 prof 0.3, Diaphorase act 1, RAM network inh -0.6, Hsp70 act -0.1, G6PDH CS 4.1, L major viab -1.5, PMI activator 0.9, TLR4-MyD88 BLA -7.4, S1P3 antag -0.1, Diaphorase inh -4.3 and PMI act hi M6P 1.1.
`COc1ccc(-c2cc(C(F)F)n3ncc(C(=O)Nc4c(C)n(C)n(-c5ccccc5)c4=O)c3n2)cc1` gave Redox H2O2 prof -0.5, Diaphorase act 1, RAM network inh 0.5, Hsp70 act -0.1, G6PDH CS 5.6, L major viab 0.1, PMI activator 1, TLR4-MyD88 BLA 5.5, S1P3 antag -10.6, Diaphorase inh 4.4 and PMI act hi M6P 1.
For Cn1ccc2c([N+](=O)[O-])cccc2c1=O the results were Redox H2O2 prof 0.4, Diaphorase act 0.8, RAM network inh 1.6, Hsp70 act -0.1, G6PDH CS 2.2, L major viab 5.4, PMI activator 0.9, TLR4-MyD88 BLA -7.0, S1P3 antag -1.4, Diaphorase inh 19.1 and PMI act hi M6P 0.8.
C=CCN(CC=C)c1nc2ccccc2nc1C(C#N)C(=O)OCCOC (stereo not drawn) was read as Redox H2O2 prof 1.0, Diaphorase act 0.7, RAM network inh 0.1, Hsp70 act 0.1, G6PDH CS 1.6, L major viab 8.7, PMI activator 0.9, TLR4-MyD88 BLA 13.7, S1P3 antag -36.9, Diaphorase inh 25.4 and PMI act hi M6P 0.7.
`CCCn1c(SCc2nc3ccccc3s2)n[nH]c1=O` gave Redox H2O2 prof -0.7, Diaphorase act 0.9, RAM network inh 3.1, Hsp70 act 0.2, G6PDH CS 11.1, L major viab -0.5, PMI activator 1.1, TLR4-MyD88 BLA -3.1, S1P3 antag -9.7, Diaphorase inh 7.8 and PMI act hi M6P 1.1.
Clc1ccc(CSc2nnc([C@@H]3CCCN3)o2)cc1Cl was read as Redox H2O2 prof -0.3, Diaphorase act 1, RAM network inh 0.7, Hsp70 act 0.1, G6PDH CS 10.1, L major viab -0.4, PMI activator 1.1, TLR4-MyD88 BLA 3.6, S1P3 antag 4.7, Diaphorase inh 3.9 and PMI act hi M6P 1.1.
For CCn1c(CNc2ccc(Cl)cc2)nnc1SCc1ccc(Cl)cc1 the results were Redox H2O2 prof 0.3, Diaphorase act 0.8, RAM network inh 0.6, Hsp70 act -0.2, G6PDH CS -4.2, L major viab 48.1, PMI activator 0.9, TLR4-MyD88 BLA -12.0, Diaphorase inh 15.1 and PMI act hi M6P 0.9.
Screening C=CCn1c(CSc2nc3ccccc3s2)nnc1SCC(=O)OCC returned Redox H2O2 prof -0.9, Diaphorase act 0.9, RAM network inh -0.9, Hsp70 act -0.4, G6PDH CS -17.2, L major viab -7.1, PMI activator 0.9, TLR4-MyD88 BLA 9.6, S1P3 antag -10.4, Diaphorase inh 12.3 and PMI act hi M6P 0.9.
CCOC(=O)CNC(=O)CSc1nnc(C)c(=O)[nH]1 was read as Redox H2O2 prof 0.3, Diaphorase act 0.9, RAM network inh 1.3, Hsp70 act -0.5, G6PDH CS 3.6, L major viab -5.6, PMI activator 1, TLR4-MyD88 BLA -1.0, S1P3 antag 6.6, Diaphorase inh 10.2 and PMI act hi M6P 0.9.
For Cc1ccccc1NC(=O)NC1CCCCC1C (stereo not drawn) the results were Redox H2O2 prof -0.1, Diaphorase act 0.8, RAM network inh 4.1, Hsp70 act -0.3, G6PDH CS 9.3, L major viab 0.5, PMI activator 1, TLR4-MyD88 BLA -11.9, S1P3 antag 2.2, Diaphorase inh 17.3 and PMI act hi M6P 1.
Screening Cc1cc(C)nc(NS(=O)(=O)c2ccc(NC(=S)NC(=O)C3CCCC3)cc2)n1 returned Redox H2O2 prof 0.2, Diaphorase act 0.9, RAM network inh 1.9, Hsp70 act -0.4, G6PDH CS -0.5, L major viab -15.2, PMI activator 1, TLR4-MyD88 BLA -11.0, Diaphorase inh 5.4 and PMI act hi M6P 1.1.
`COC(=O)c1ccc(-c2noc(CN(Cc3nccn3C)C(C)C)n2)cc1` gave Redox H2O2 prof -0.3, Diaphorase act 1, RAM network inh 0.0, Hsp70 act -0.4, G6PDH CS 4.0, L major viab 0.3, PMI activator 1, TLR4-MyD88 BLA 6.0, S1P3 antag 5.7, Diaphorase inh -2.1 and PMI act hi M6P 1.
`Cc1ccc(Nc2nc(Oc3ccc(OCc4ccccc4)nn3)nc(N3CCOCC3)n2)cc1` gave Redox H2O2 prof -1.0, Diaphorase act 0.8, RAM network inh 4.5, Hsp70 act 0.1, G6PDH CS -2.0, L major viab 12.8, PMI activator 0.8, TLR4-MyD88 BLA -13.5, S1P3 antag -4.7, Diaphorase inh 20.0 and PMI act hi M6P 0.9.
CC1=[N+](C)c2c(ccc3cccnc23)C1(C)C was read as Redox H2O2 prof 0.2, Diaphorase act 0.3, RAM network inh -1.9, Hsp70 act -0.1, G6PDH CS 19.2, L major viab 98.2*, PMI activator 0.7, TLR4-MyD88 BLA -2.6, S1P3 antag 29.1*, Diaphorase inh 65.4* and PMI act hi M6P 0.6.
`CCCOc1ccc(CSc2nnc(CCC)n2N)cc1` gave Redox H2O2 prof -1.1, Diaphorase act 0.8, RAM network inh 1.2, Hsp70 act 0.0, G6PDH CS 1.9, L major viab 0.7, PMI activator 0.9, TLR4-MyD88 BLA 6.9, S1P3 antag 8.9, Diaphorase inh 18.9 and PMI act hi M6P 0.9.
`CCC(C)(C)n1nnnc1C(c1ccccc1)N1CCc2ccccc2C1` (stereo not drawn) gave Redox H2O2 prof -0.9, Diaphorase act 0.9, RAM network inh 0.9, Hsp70 act 0.1, G6PDH CS -11.8, L major viab 76.8*, PMI activator 0.9, TLR4-MyD88 BLA -2.4, Diaphorase inh 11.9 and PMI act hi M6P 1.
For Cc1ccc(CC(=O)Nc2ccc(F)c([N+](=O)[O-])c2)cc1 the results were Redox H2O2 prof -0.2, Diaphorase act 1, RAM network inh 2.9, Hsp70 act -0.4, G6PDH CS 4.2, L major viab 48.5, PMI activator 0.9, TLR4-MyD88 BLA -11.9, S1P3 antag -5.0, Diaphorase inh 1.6 and PMI act hi M6P 1.1.
Cc1ccc(S(=O)(=O)NCCNC(=O)c2nonc2N)cc1 was read as Redox H2O2 prof -0.3, Diaphorase act 0.9, RAM network inh 0.3, Hsp70 act -0.1, G6PDH CS 8.7, L major viab 2.8, PMI activator 0.9, TLR4-MyD88 BLA 0.8, S1P3 antag -19.4, Diaphorase inh 7.4 and PMI act hi M6P 1.
For CC(=O)Oc1ccc(-c2cccc(C(=O)Oc3ccccc3)c2)cc1 the results were Redox H2O2 prof 0.0, Diaphorase act 0.8, RAM network inh 2.8, Hsp70 act -0.1, G6PDH CS 0.4, L major viab -0.4, PMI activator 0.9, TLR4-MyD88 BLA -10.7, Diaphorase inh 15.7 and PMI act hi M6P 0.9.
For Fc1ccc(OCc2nc3ccccc3s2)cc1 the results were Redox H2O2 prof -0.8, Diaphorase act 1, RAM network inh 2.7, Hsp70 act -0.3, G6PDH CS 9.0, L major viab -2.3, PMI activator 0.9, TLR4-MyD88 BLA -3.4, S1P3 antag -2.4, Diaphorase inh 4.3 and PMI act hi M6P 0.8.
For COC(=O)c1ccc(Oc2nc(Nc3ccccc3)nc(N(C)C)n2)cc1 the results were Redox H2O2 prof 0.5, Diaphorase act 0.9, RAM network inh 1.1, Hsp70 act 0.0, G6PDH CS -2.8, L major viab 3.7, PMI activator 0.8, TLR4-MyD88 BLA 3.7, S1P3 antag 10.6, Diaphorase inh 12.5 and PMI act hi M6P 0.9.
For CCN(CC)S(=O)(=O)c1ccc(C(=O)Nc2c3c(nn2C(C)(C)C)CS(=O)(=O)C3)cc1 the results were Redox H2O2 prof -0.1, Diaphorase act 0.9, RAM network inh 1.7, Hsp70 act -0.6, G6PDH CS 7.4, L major viab -4.8, PMI activator 0.9, TLR4-MyD88 BLA -5.3, Diaphorase inh 8.5 and PMI act hi M6P 0.9.
CCOC(=O)c1c(C)[nH]c(C(=O)COC(=O)c2oc3ccc(OC)cc3c2C)c1C was read as Redox H2O2 prof -0.6, Diaphorase act 0.9, RAM network inh 7.1, Hsp70 act -0.1, G6PDH CS 10.4, L major viab -5.7, PMI activator 1.1, TLR4-MyD88 BLA -11.0, S1P3 antag 5.8, Diaphorase inh 5.8 and PMI act hi M6P 1.

Rows were taken by chance (roughly 12% active in at least one column).
